From PubChem BioAssay
GLP1R cytotox: qHTS of GLP-1 Receptor Inverse Agonists: Cytotox Screen | HEK293 cAMP-luciferase reporter cells, luminescence, 24 h | Potency, µM (top dose mostly 38.3 µM), for the others: top-dose activity change, negative = inhibition, hits mostly inhibitors | actives 0.13% (n = 410,000);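 further: loss of luciferase light is scored as toxicity; potency means the concentration at half of the fitted maximal effect; on the % scale 0 is the no-effect control and ±100 the full control effect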
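Luminescence readout: signal drop marks cytotoxicity. Plated cells grew 12 h at 37 °C, 5% CO2, received 23 nL compound for 24 h, then got luciferase reagent, read after 12 min at RT.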
PTHR1 ag: qHTS for PTHR1 Agonists: Primary Screen. Parathyroid hormone/parathyroid hormone-related peptide receptor (Homo sapiens), Q03431. HEK293 GP2 PTHR1 cells, GloSensor cAMP luminescence, 1 h. Potency, µM (titrated, usually from 115 µM), for the others: at the highest dose activation, hits mostly activators. actives 0.075% (n = 410,000). AID 743266, 2014; further: potency means the concentration at half of the fitted maximal effect; nearly all actives have a fitted effect of over 55% in size; some results filed as inactive show a strong effect at the top dose; inactives centre near -15; many of its hits are not listed in these tables
Target sequence (Q03431 whole entry, looked up): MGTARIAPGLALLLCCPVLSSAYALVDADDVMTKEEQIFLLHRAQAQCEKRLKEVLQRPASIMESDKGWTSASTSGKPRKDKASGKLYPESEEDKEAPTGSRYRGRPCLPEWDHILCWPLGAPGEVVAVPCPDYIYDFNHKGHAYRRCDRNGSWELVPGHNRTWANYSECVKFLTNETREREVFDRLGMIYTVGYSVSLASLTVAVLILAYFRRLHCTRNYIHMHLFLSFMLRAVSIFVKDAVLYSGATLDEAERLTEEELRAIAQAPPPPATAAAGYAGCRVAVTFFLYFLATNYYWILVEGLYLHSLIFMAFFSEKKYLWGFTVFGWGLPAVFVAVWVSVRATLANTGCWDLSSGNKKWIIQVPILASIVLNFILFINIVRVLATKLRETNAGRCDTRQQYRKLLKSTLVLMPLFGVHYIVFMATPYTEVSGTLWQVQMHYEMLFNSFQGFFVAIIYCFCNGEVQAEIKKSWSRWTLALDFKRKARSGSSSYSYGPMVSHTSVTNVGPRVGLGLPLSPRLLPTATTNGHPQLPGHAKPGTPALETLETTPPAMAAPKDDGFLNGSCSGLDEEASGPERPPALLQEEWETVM
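HEK-293-derived GP2 cells expressing PTHR1 and a GloSensor cAMP reporter, 3,000/well, plated overnight, given luciferin plus IBMX (each 0.5 mM as added) for 1 h at 37 °C, then compound for 1 h at 37 °C. Luminescence was read after 15 min at room temperature.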
Akt phos inh: HTS Assay for Inhibitors of Akt Phophorylation: Primary Screen | AID 651550, 2012 | activity change, % for hits at 50 µM | Neuro2A IGF-stimulated pAkt S473 HTRF, 20 min; active compounds read low | actives 0.32% (n = 360,000); in the data active means activity change below about -80%; inconclusive means mostly about -51% to -80%; further: on the % scale 0 is the no-effect control and ±100 the full control effect
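Neuro2A cells in DMEM with 0.5% FBS, overnight at 37 deg C, given compound at single 50 µM final, then IGF (6 nM final) for 20 min at 37 deg C. Lysed; phospho-Akt Ser473 by HTRF after 24 h, 665/615 ratio.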
Mm-Cpn inhibitor: Inhibitors of TCP-1 ring complex (TRiC) of Methanococcus maripaludis (MmCpn): qHTS; Chaperonin Mm-Cpn (Methanococcus maripaludis); purified Mm-Cpn ATPase, ADP Transcreener TR-FRET; Potency, µM (top dose mostly 76.9 µM), for the others: top-dose activity, negative = inhibition, most hits filed as inhibitors; actives 0.031% (n = 330,000); AID 504842, 2011; further: potency means the concentration at half of the fitted maximal effect; on the % scale 0 is the no-effect control and ±100 the full control effect; nearly all actives have a fitted effect of over 80% in size
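Eu-cryptate anti-ADP/ADP-d2 competition gives a ratio inversely related to ADP. Enzyme at 25 nM was pre-exposed to compound for 10 min, then given 10 uM ATP for 30 min, 37°C throughout.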
FUS suppressor: qHTS for Suppressors of FUS Proteinopathy: Primary screen using FUS-linked yeast assay; actives 0.24% (n = 390,000); S. cerevisiae FUS-expressing, growth rescue, OD600, 24 h; AID 1347120, 2019; Potency, µM (series often up to 76.6 µM), for inactives: at the top dose growth rescue (activation), hits mostly activators;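 further: potency means the concentration at half of the fitted maximal effect; plate controls were DMSO vehicle for no effect and reference control for full effect; nearly all actives have a fitted effect of over 55% in size; some results filed as inactive show a strong effect at the top dose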
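Restored growth of FUS-toxic S. cerevisiae, read as 600 nm absorbance after 24 h at 30C in galactose medium (starting OD 0.005). Controls CP55940 and DMSO.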
aSyn rescue: qHTS of alpha-syn Inhibitors. Yeast expressing alpha-synuclein, growth rescue, BacTiter-Glo, 24 h. Potency, µM (series often up to 46.1 µM), without a hit: at the highest dose growth rescue (activation), most hits filed as activators. actives 0.14% (n = 370,000); further: potency means the concentration at half of the fitted maximal effect; % of control where 0% means no effect; nearly all actives have a fitted effect of over 65% in size
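Screening used galactose-induced yeast with toxic alpha-synuclein levels, exposed to compound for 24 hr at 30 deg C. Cell growth, read with BacTiter-Glo luminescence, gave the measured signal.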
TDP43 rescue: qHTS of TDP-43 Inhibitors. TDP-43 expressing yeast growth rescue, BacTiter-Glo, 24 h. Potency, µM (top dose mostly 46.1 µM), inactives show at the highest dose growth rescue (activation), hits mostly activators. actives 1.8% (n = 410,000). AID 652104, 2013; further: potency means the concentration at half of the fitted maximal effect; % of control where 0% means no effect; nearly all actives have a fitted effect of over 50% in size
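Galactose-induced TDP-43 yeast, OD600=0.02, compound pinned; 24 hr, 30 deg C; BacTiter-Glo luminescence for growth. Inhibitors of TDP-43 toxicity read as activators.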
Abeta yeast res: qHTS for compounds that reverse cellular toxicity of Amyloid beta (A-beta) peptide in yeast: Primary Screen; AID 1347071, 2019; actives 0.063% (n = 410,000); yeast expressing A-beta42, growth rescue, OD600, 48 h; response scale: 0% DMSO, 100% iron-clioquinol control; Potency, µM (titrated, usually from 46.1 µM), for the others: at the top dose growth rescue, hits mostly activators; further: potency means the concentration at half of the fitted maximal effect; nearly all actives have a fitted effect of over 55% in size
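Yeast growth medium received pinned compounds, then yeast cells expressing toxic A-beta were added; plates incubated at 30 C for 48 hr. Growth read as absorbance at 600 nm, normalized to DMSO and equimolar FeCl3 plus clioquinol controls.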
GLP1R inv ag: qHTS of GLP-1 Receptor Inverse Agonists (Inhibition Mode) | AID 624417, 2012 | Potency, µM (top dose mostly 38.3 µM), for the others: at the highest dose activity change, negative = inhibition, actives largely listed as inhibitors | HEK293 GLP-1R CRE-luciferase, luminescence, 24 h; GLP-1R form is constitutively active | actives 1.6% (n = 410,000); further: potency means the concentration at half of the fitted maximal effect; on the % scale 0 is the no-effect control and ±100 the full control effect; nearly all actives have a fitted effect of over 55% in size
Target sequence (P43220 whole entry, looked up): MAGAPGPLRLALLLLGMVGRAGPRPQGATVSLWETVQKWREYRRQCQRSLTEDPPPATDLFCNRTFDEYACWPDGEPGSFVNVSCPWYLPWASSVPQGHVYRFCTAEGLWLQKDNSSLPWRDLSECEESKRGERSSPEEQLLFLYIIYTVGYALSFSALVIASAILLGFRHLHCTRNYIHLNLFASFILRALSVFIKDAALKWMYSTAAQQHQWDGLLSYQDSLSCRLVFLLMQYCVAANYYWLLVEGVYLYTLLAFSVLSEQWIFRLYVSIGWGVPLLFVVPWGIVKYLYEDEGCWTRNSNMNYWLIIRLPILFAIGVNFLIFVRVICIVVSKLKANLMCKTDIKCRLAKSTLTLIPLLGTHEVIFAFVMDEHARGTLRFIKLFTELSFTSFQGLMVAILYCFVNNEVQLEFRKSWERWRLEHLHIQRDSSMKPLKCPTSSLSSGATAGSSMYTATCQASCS
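GLP-1R inverse agonism mode: basal reporter luminescence in engineered HEK293 cells measured after one day of compound exposure at 37 deg C, with a 12 min room-temperature detection step.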
Numbers without * were called inactive; i = inactive; u = inconclusive; x = no result given; & = joins results of further samples; [ ] = another dose, or the depositor's remark. Unless noted, the call rests on the fitted dose curve; in most records, active means well fitted curve in the direction sought with a large enough effect; inconclusive means small, poorly fitted or top-dose-only effect, or another doubt; inactive means no such curve, though single readings can be large; an effect the other way counts as inactive or inconclusive. The list is partial; the hit share may differ from the screen's.

SMILES	GLP1R cytotox	PTHR1 ag	Akt phos inh	Mm-Cpn inhibitor	FUS suppressor	aSyn rescue	TDP43 rescue	Abeta yeast res	GLP1R inv ag
CCOc1ccccc1OCCCCn1c(-c2ccc(Cl)cc2)nc2ccccc2c1=O	-1%	u	x	x	-26%	x	-42%	-13%	8%
O=C(N/N=C/c1sc(N2CCOCC2)nc1-c1ccccc1)c1ccccc1F	4%	4%	i	0%	6%	0%	-22%	-16%	-4%
Cc1cc(C)n(-c2n[nH]c(C)c2[N+](=O)[O-])n1	-2%	u	i	-5%	14%	-8%	-23%	-11%	1%
CSCCC(NC(=O)c1ccccc1Cl)C(=O)Nc1ccc(C)c(S(=O)(=O)N2CCOCC2)c1 (stereo unspecified)	-4%	i	i	1%	6%	1%	-2%	-8%	5%
CN(C)c1cccc(C(=O)N(Cc2ccccc2)Cc2ccccc2)c1	-2%	-22%	i	-1%	35%	u	23%	u	u
COc1ccc(C(=O)Nc2cc(C)on2)cc1OC	6%	i	i	-3%	-28%	-2%	17%	-1%	-23%
CCC(=O)Nc1ccc(Nc2ccccc2)cc1	-12%	-28%	i	-3%	15%	-2%	8%	u	3%
Nc1nc(CCOc2ccc(F)cc2)cs1	26%	i	i	-1%	18%	-4%	1%	-17%	16%
N#Cc1ccccc1OCC(=O)N1CCc2ccccc2C1	-4%	i	i	-3%	22%	3%	25%	7%	-23%
O=C(c1cccc(S(=O)(=O)N2CCN(c3ccc(F)cc3)CC2)c1)N1CCCC1	2%	-67%[inhibitor]	i	0%	u	-1%	-13%	-57%[inhibitor]	u
CC(C)c1ccc(Nc2nc(Cl)nc(Cl)n2)cc1	3%	-3%	i	-2%	2%	-9%	-26%	-18%	10%
COC(=O)C(CC(C)C)NC(=O)c1ccc(F)cc1 (stereo unspecified)	2%	i	i	-1%	-21%	3%	-20%	-3%	-1%
CCCc1cc(=O)[nH]c(SCC(=O)Nc2nc(-c3ccccc3)cs2)n1	3%	i	i	3%	7%	-1%	18%	1%	4%
CC(C)CCSc1nc(N)c(C#N)cc1C#N	20%	201%[57.5 µM]	x	u	20%	-2%	20%	-21%	-17%
O=C1Nc2ccc([N+](=O)[O-])cc2C1(O)N1CCCCC1 (stereo unspecified)	u	-6%[57.5 µM]	x	1%	31%	-2%	-11%	-9%	2%
COc1ccc(N(C(=O)c2cccnc2)S(=O)(=O)c2ccc(F)cc2)cc1	1%	-2%	i	-3%	0%	5%	-2%	0%	u
CC(=O)N/C(=N/c1nc(C)cc(C)n1)Nc1cccc(C)c1	-3%	-43%[inhibitor]	i	3%	24%	-7%	-7%	-7%	-12%
CC(C)(C)S(=O)(=O)N1Cc2cc(=O)n(Cc3ccccc3)c(CCO)c2[C@H]1CCO	8%	i	i	x	16%	11%	11%	9%	7%
O=C(COc1ccc([N+](=O)[O-])cc1)N1CCC(c2nc3ccccc3s2)CC1	3%	-43%[inhibitor]	x	x	-13%	x	0%	5%	u
Cc1nnc(-c2ccccc2)[nH]c1=O	1%	i	i	5%	8%	0%	-7%	-1%	3%
Cc1ccc(S(=O)(=O)c2nc(NCCCn3ccnc3)sc2Cl)cc1	-16%	i	i	2%	23%	5%	-6%	6%	u
CN1C(=O)c2cccc(NCCCCCCN3C(=O)c4ccccc4C3=O)c2C1=O	45%[activator]	-25%	i	-1%	-10%	2%	-10%	4%	9%
FC(F)(F)c1ccccc1-c1ccc2nncn2c1	-3%	i	i	x	-17%	1%	16%	-9%	28%
CN(C)CCCNc1cn[nH]c(=O)c1Cl	-8%	-4%[57.5 µM]	x	3%	22%	-8%	-18%	19%	0%
CCc1nn(CC(=O)NCCCN2CCN(CC)CC2)c(=O)c2cc3occc3n12	-5%&0%	-21%	i	2%	2%&-7%	-1%	2%&-14%	-3%&-11%	19%&5%
CCOC(=O)c1cccc(NC(=O)c2ccc(N(C)C)cc2)c1	60%[activator]	i	i	-2%	u	0%	2%	10%	u
CCn1c(CNS(=O)(=O)c2ccc(Br)cc2)nnc1SC	0%	i	i	1%	-6%	-3%	-16%	7%	0%
CCOc1ccc(Cl)cc1-c1cc(C(=O)NCc2cccc(C(F)(F)F)c2)[nH]n1	0%	-44%[inhibitor]	i	x	-1%	21%	18%	-2%	u
CCOC(=O)CSc1nc2sc3c(c2c(=O)[nH]1)CCCC3	-37%	i	i	-8%	17%	0%	-10%	17%	4%
CC(C)N(C(=O)CN(C#N)c1nc(N(C)C)nc(N(C)C)n1)c1ccccc1	-10%	-23%	i	0%	x	-6%	13%	4%	-23%
COc1ccc(-n2ncc3c(N4CCN(c5cc(C)ccc5C)CC4)ncnc32)cc1	-1%	-23%	i	-4%	-11%	5%	10%	-10%	-9%
Cc1ccc(CCNC(=O)CN2C(=O)CSc3ccc(S(=O)(=O)N4CCOCC4)cc32)cc1	3%	i	i	x	3%	-7%	7%	-2%	-36%
CC(=O)c1c(N2CCN(Cc3ccccc3)CC2)nc(=S)n(Cc2ccccc2)c1C	11%	-65%[inhibitor]	i	1%	x	3%	-17%	1%	u
CCOC(=O)N1CCN(C2=C(NS(=O)(=O)c3ccccc3)C(=O)c3ccccc3C2=O)CC1	-43%	i	i	-8%	17%	2%	6%	4%	-4%
O=C(NCCC1CCCCN1S(=O)(=O)c1ccc(F)cc1)C(=O)NCCN1CCOCC1 (stereo unspecified)	17%	i	i	-3%	-6%	-1%	8%	2%	11%
O=C1N/C(=C/c2cccs2)C(=O)N1Cc1ccccc1F	10%	i	i	-1%	0%	-2%	-23%	-11%	21%
COc1ccc(C)cc1NC(=O)ON=C1CCCCC1	0%	i	i	x	-14%	-1%	u	-3%	20%
COc1ccc(NC(=O)COC(=O)c2ccc3c(c2)OCCO3)cc1OC	-17%	-8%	i	-6%	3%	7%	u	-16%	-3%
Cn1cnnc1Sc1cc(N2CCN(S(=O)(=O)c3ccc4ccccc4c3)CC2)ccc1[N+](=O)[O-]	-22%	i	i	1%	x	0%	16%	5%	-16%
Cc1ccc(NCc2cccn2-c2nnc(N3CCC(C(=O)NCCc4ccccc4)CC3)s2)cc1	-18%	-13%	x	x	u	x	-26%	u	u
Cc1ccc(-c2nc(CS(=O)(=O)CC(=O)NCCCN(Cc3ccccc3)C(C)C)c(C)o2)cc1	u	i	i	0%	20%	-2%	3%	3%	4.5µM*
COc1ccccc1-c1nnc(SCC(=O)NCc2cccs2)n1N	-4%	-16%	i	1%	15%	1%	-3%[9.22 µM]	7%	1%
CCOC(=O)C1CCN(c2ccc([N+](=O)[O-])c(C(C)=O)c2)CC1	-11%	-14%	i	1%	-4%	4%	14%	1%	1%
Cc1ccc(CNC(=O)C(=O)Nc2c3c(nn2-c2ccc(F)cc2)CSC3)cc1	0%	-18%	x	x	16%	x	19%	2%	10%
O=C(COc1ccc(-n2cnnn2)cc1)NC(=O)NCc1ccccc1	19%	-8%	i	0%	u	15%	-6%	8%	11%
COc1ccc(C(=O)N/N=C(\C)Cn2nc([N+](=O)[O-])cc2C)cc1	8%	i	i	3%	-8%	5%	9%	6%	-1%
O=C(N/N=C/c1ccc([N+](=O)[O-])cc1)c1cc(C2CC2)[nH]n1	-18%	-25%	i	1%	-3%	1%	3%	-11%	-19%
c1ccc(C2=NNC(c3ccccn3)=NN2)nc1	13%	-26%	i	0%	-12%	-51%[inhibitor]	u	-92%[inhibitor]	-4%
CCC(/C=N/Nc1ccc(S(=O)(=O)N2CCCC2)cc1[N+](=O)[O-])CC	4%	-22%	i	1%	-2%	3%	-13%	-5%	7%
C[C@@]12C(=O)N(Cc3ccccc3)CC(=O)N1[C@H]1c3ccccc3OC[C@@H]1[C@@H]2c1ccccc1	1%	-45%[inhibitor]	i	-10%	23%	-2%	23%	-4%	u
Cc1cc(C)c(S(=O)(=O)C(C)C)c(=O)[nH]1	-20%	i	i	-1%	-19%	0%	1%	10%	5%
CCOc1cc(NC(=S)NCC2CCCO2)c(OCC)cc1NC(=O)c1ccc(OC)cc1 (stereo unspecified)	-16%	i	i	0%	x	-4%	0%	-2%	2%
CC(NS(=O)(=O)c1ccc(OCC(=O)N2CCOCC2)c(Cl)c1)c1ccccc1 (stereo unspecified)	-7%	i	i	0%	-25%	-4%	-22%	5%[9.22 µM]	2%

Among those listed so far, three contain a thiophene ring, fused or not.
SMILES	GLP1R cytotox	PTHR1 ag	Akt phos inh	Mm-Cpn inhibitor	FUS suppressor	aSyn rescue	TDP43 rescue	Abeta yeast res	GLP1R inv ag
CCOC(=O)CSc1nc2sc3c(c2c(=O)[nH]1)CCCC3	-37%	i	i	-8%	17%	0%	-10%	17%	4%
O=C1N/C(=C/c2cccs2)C(=O)N1Cc1ccccc1F	10%	i	i	-1%	0%	-2%	-23%	-11%	21%
COc1ccccc1-c1nnc(SCC(=O)NCc2cccs2)n1N	-4%	-16%	i	1%	15%	1%	-3%[9.22 µM]	7%	1%
